aSyn rescue: rescues yeast growth from alpha-synuclein toxicity; Potency, µM (top dose mostly 46.1 µM), for the others: top-dose growth rescue (activation), actives largely listed as activators; 370,000 compounds, 0.14% hits; Yeast expressing alpha-synuclein, growth rescue, BacTiter-Glo, 24 h; AID 652106; note: potency is the fitted concentration of half-maximal effect; % of control where 0% means no effect; nearly all actives have a fitted effect of over 65% in size
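Screening used galactose-induced yeast with toxic alpha-synuclein levels, exposed to compound for 24 hr at 30 deg C. Cell growth, read with BacTiter-Glo luminescence, gave the measured signal.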
PLK1 PBD block: PLK1 (human) polo-box domain binding inhibition; AID 720504; 360,000 compounds, 2.8% hits; Potency, µM, for the others: max response, negative = inhibition, hits mostly inhibitors; P53350; Plk1 PBD binding of FITC phosphopeptide, fluorescence polarization; note: potency is the fitted concentration of half-maximal effect; series mostly up to about 57 µM; % is set by controls: 0 for no effect and ±100 for the full control effect; nearly all actives have a fitted effect of over 65% in size
Target sequence (P53350 whole entry, looked up, the tested form may be a part): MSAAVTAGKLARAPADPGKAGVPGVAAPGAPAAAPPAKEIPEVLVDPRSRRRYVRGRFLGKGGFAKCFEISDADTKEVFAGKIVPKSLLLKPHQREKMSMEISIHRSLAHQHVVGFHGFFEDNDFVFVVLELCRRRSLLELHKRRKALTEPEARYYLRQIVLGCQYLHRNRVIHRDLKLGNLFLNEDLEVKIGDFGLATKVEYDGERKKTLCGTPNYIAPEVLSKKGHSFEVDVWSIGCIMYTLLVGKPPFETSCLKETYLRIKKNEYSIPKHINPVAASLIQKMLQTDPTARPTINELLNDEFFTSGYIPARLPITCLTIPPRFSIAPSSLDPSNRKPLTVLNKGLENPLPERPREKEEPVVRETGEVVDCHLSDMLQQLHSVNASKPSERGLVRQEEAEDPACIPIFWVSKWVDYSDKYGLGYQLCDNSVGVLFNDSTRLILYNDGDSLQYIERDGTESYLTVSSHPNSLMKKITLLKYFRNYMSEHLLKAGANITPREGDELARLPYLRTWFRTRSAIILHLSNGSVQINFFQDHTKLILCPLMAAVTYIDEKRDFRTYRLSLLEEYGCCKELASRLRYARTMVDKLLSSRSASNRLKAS
PI5P4Ka inh: blocks human PI5P4K alpha kinase activity; PI5P4Kalpha enzyme, ADP-Glo luminescence, 60 min; hits give low values; max response, %; 330,000 compounds, 1.2% hits; active = max response of -50% or lower; inconclusive = between -30% and -50%; inactive = -30% or higher; note: value at the top dose of about 77 µM; % is set by controls: 0 for no effect and ±100 for the full control effect
Target sequence (P48426 whole entry, looked up): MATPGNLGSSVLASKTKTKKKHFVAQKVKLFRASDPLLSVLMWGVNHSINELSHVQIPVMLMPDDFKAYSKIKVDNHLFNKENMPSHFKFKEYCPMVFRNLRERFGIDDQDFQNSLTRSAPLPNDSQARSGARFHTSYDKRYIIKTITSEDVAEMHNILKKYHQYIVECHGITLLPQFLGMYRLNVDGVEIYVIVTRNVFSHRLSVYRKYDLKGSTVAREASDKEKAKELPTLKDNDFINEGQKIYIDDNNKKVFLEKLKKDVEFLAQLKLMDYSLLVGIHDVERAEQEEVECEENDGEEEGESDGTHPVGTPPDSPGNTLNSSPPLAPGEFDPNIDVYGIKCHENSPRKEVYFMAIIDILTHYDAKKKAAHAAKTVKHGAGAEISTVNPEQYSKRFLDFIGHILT
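Single end-point luminescence (ADP-Glo) quantified ADP from PI5P4Kalpha turnover; ATP 5 microM final, 1 h at RT, 0.1% CHAPS and 0.28 mM EGTA in HEPES pH 7.4.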
Abeta yeast res: A-beta toxicity reversal in yeast; 410,000 compounds, 0.063% hits; yeast expressing A-beta42, growth rescue, OD600, 48 h; response scale: 0% DMSO, 100% iron-clioquinol control; Potency, µM (highest dose often 46.1 µM), inactives show at the highest dose growth rescue, actives largely listed as activators; note: potency is the fitted concentration of half-maximal effect; nearly all actives have a fitted effect of over 55% in size
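Yeast A-beta toxicity model in growth medium with pinned compounds, 48 h at 30 C; growth read as absorbance at 600 nm. Normalized to FeCl3/clioquinol equimolar mix (positive) and DMSO (negative).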
EPAC1 agonist: activates human EPAC1 exchange factor; 360,000 compounds, 0.073% hits; EPAC1 agonist qHTS, biochemical assay; response scale: 100% = response to 6.5 mM cAMP; Potency, µM (highest dose often 154 µM), for inactives: at the top dose activation, hits mostly activators; O95398; note: potency is the fitted concentration of half-maximal effect; nearly all actives have a fitted effect of over 60% in size
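Nucleotide exchange by EPAC1 (100 nM) on Rap1B–BODIPY-GDP (250 nM) in the presence of 50 uM GDP is tracked fluorescently at 480/540 nm over 30 min. Signals are normalized to a 6.5 mM cAMP control.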
EPAC1 antag: blocks human EPAC1 exchange factor. O95398. EPAC1 GEF assay, Rap1b-BODIPY-GDP exchange fluorescence. Potency, µM (titrated, usually from 115 µM), inactives show top-dose activity change, negative = inhibition, hits mostly inhibitors. 360,000 compounds, 0.14% hits;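 note: potency is the fitted concentration of half-maximal effect; plate controls were vehicle for no effect and positive control for full effect; nearly all actives have a fitted effect of over 50% in size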
IL2 activator: activates IL-2 in a cell-based reporter assay; activation, % (series mostly up to about 46 µM); 360,000 compounds, 0.065% hits; IL-2 activation reporter assay, cell-based qHTS; stimulated with anti-CD3/CD4/CD28 beads; in transgenic mouse T cells; in the data active = activation above about 50%; inconclusive = mostly about 30% to 49%; note: 0% is about no effect
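First, unstimulated transgenic mouse T cells were exposed to compound for 60 min. Next, anti-CD3/anti-CD4-coated beads with anti-CD28 were added. Finally, after 18 h at 37 degrees C, EGFP and DsRed were imaged.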
WRN helicase inh: inhibitors of human WRN helicase; Q14191; WRN helicase unwinding, fluorescent forked duplex, kinetic; Potency, µM (series often up to 114 µM), for inactives: at the highest dose activity change, negative = inhibition, most hits filed as inhibitors; 360,000 compounds, 0.46% hits; AID 651768; note: potency is the fitted concentration of half-maximal effect; % is set by controls: 0 for no effect and ±100 for the full control effect; nearly all actives have a fitted effect of over 55% in size
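Fluorescence dequenching readout, ex 525 nm/em 598 nm, kinetic mode: forked duplex DNA (100 nM final) with adjacent fluorophore and quencher unwound by WRN (20 nM final) with 2 mM ATP. Compound preincubation 15 min, room temperature.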
FUS suppressor: rescues growth of FUS-expressing yeast; S. cerevisiae FUS-expressing, growth rescue, OD600, 24 h; Potency, µM (series often up to 76.6 µM), for the others: at the highest dose growth rescue (activation), actives largely listed as activators; 390,000 compounds, 0.24% hits;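 note: potency is the fitted concentration of half-maximal effect; plate controls were DMSO vehicle for no effect and reference control for full effect; nearly all actives have a fitted effect of over 55% in size; some results filed as inactive show a strong effect at the top dose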
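Steps: raffinose overnight preculture; dilution to OD 0.005 in 2% galactose minimal medium; compound addition (concentration series); 24hr at 30C, 99% humidity; absorbance read at 600 nm.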
* = called active by the depositor; ? = inconclusive; nt = not tested or not shown; [ ] = dose if it differs, or a comment. Unless noted, calls come from the whole dose curve; as a rule, active = well fitted curve in the direction sought with a large enough effect; inconclusive = small, poorly fitted or top-dose-only effect, or another doubt; inactive = no such curve, though single readings can be large; an effect the other way counts as inactive or inconclusive.

SMILES	aSyn rescue	PLK1 PBD block	PI5P4Ka inh	Abeta yeast res	EPAC1 agonist	EPAC1 antag	IL2 activator	WRN helicase inh	FUS suppressor
CC(C)NC(=O)COC(=O)c1ccc(Cl)c(S(N)(=O)=O)c1	-1%	-19%	4	-15%	11%	8%	-0.6	-11%	19%
CCOC(=O)N1CCN(C(=S)Nc2ccc3nc(N4CCN(CC)CC4)cc(C)c3c2)CC1	-6%	-8%	-4	10%	0%	3%	-2.9	-22%	nt
COC(=O)c1ccc(NC(=O)C(C)N2C(=O)c3ccccc3C2=O)cc1 (stereo unspecified)	1%	-1%	nt	-20%	-3%	8%	-0.5	-12%	18%
Cc1ccccc1-c1n[nH]nc1C1=CC(=O)C[C@H](c2ccc(F)cc2)C1	8%	-24%	0	-6%	-3%	-13%	-0.6	-4%	-9%
COc1cc(OC)cc(C(=O)OCC(=O)NCCCc2ccccc2)c1	-1%	-14%	1	10%	-1%	-5%	-0.3	1%[57.1 µM]	4%
CCOc1cc(/C=N/NC(=O)c2nnn(-c3nonc3N)c2C)ccc1OCc1ccc(C)cc1	1%	-3%	-3	7%	5%	12%	-3.9	-12%[11.6 µM]	-7%
CCOC(=O)N1CCN(C(=O)CCC(=O)c2ccc(OCC)cc2)CC1	5%	-3%	0	0%	8%	2%	1.2	7%	21%
O=C(/C=C/c1ccc(Br)cc1)N1CCN(Cc2ccccc2)CC1	2%	-15%	-1	-20%	7%	3%	-0.3	-14%	6%
O=[N+]([O-])c1cccc(-c2nc(-c3ccccc3)c(-c3cccs3)[nH]2)c1	-7%	-2%	-9	-9%	4%	2%	2.2	-7%	-8%
CN(C)/C=N/c1c(C#N)cnn1-c1ccccc1	-2%	-7%	nt	-1%	3%	-2%	-0.1	-5%	-21%
Cc1nc(N2CCOCC2)c2c(C)c(C(=O)Nc3ccc(C(F)(F)F)cc3)sc2n1	-9%	-5%	-5	-55%[inhibitor]	-15%	-14%	-0.9	-35%	13%
O=C(CCl)N(c1ccccc1)c1c[nH]c2ccccc12	8%	-7%	-3	3%	7%	-8%	-5.7	-2%[11.6 µM]	nt

Full records from above.
CC(C)NC(=O)COC(=O)c1ccc(Cl)c(S(N)(=O)=O)c1 is entered as aSyn rescue: -1%; PLK1 PBD block: -19%; PI5P4Ka inh: 4; Abeta yeast res: -15%; EPAC1 agonist: 11%; EPAC1 antag: 8%; IL2 activator: -0.6; WRN helicase inh: -11%; FUS suppressor: 19%
COC(=O)c1ccc(NC(=O)C(C)N2C(=O)c3ccccc3C2=O)cc1 (stereo unspecified) is entered as aSyn rescue: 1%; PLK1 PBD block: -1%; PI5P4Ka inh: nt; Abeta yeast res: -20%; EPAC1 agonist: -3%; EPAC1 antag: 8%; IL2 activator: -0.5; WRN helicase inh: -12%; FUS suppressor: 18%

Rewritten with values under each structure: part of the list above
Screens in order – aSyn rescue | PLK1 PBD block | PI5P4Ka inh | Abeta yeast res | EPAC1 agonist | EPAC1 antag | IL2 activator | WRN helicase inh | FUS suppressor
- CC(C)NC(=O)COC(=O)c1ccc(Cl)c(S(N)(=O)=O)c1
  -1% | -19% | 4 | -15% | 11% | 8% | -0.6 | -11% | 19%
- CCOC(=O)N1CCN(C(=S)Nc2ccc3nc(N4CCN(CC)CC4)cc(C)c3c2)CC1
  -6% | -8% | -4 | 10% | 0% | 3% | -2.9 | -22% | nt
- COC(=O)c1ccc(NC(=O)C(C)N2C(=O)c3ccccc3C2=O)cc1 (stereo unspecified)
  1% | -1% | nt | -20% | -3% | 8% | -0.5 | -12% | 18%

As entered above:
EPAC1 agonist result of O=C(/C=C/c1ccc(Br)cc1)N1CCN(Cc2ccccc2)CC1 reads 7%
EPAC1 antag result of COc1cc(OC)cc(C(=O)OCC(=O)NCCCc2ccccc2)c1 reads -5%
EPAC1 antag result of CCOc1cc(/C=N/NC(=O)c2nnn(-c3nonc3N)c2C)ccc1OCc1ccc(C)cc1 reads 12%
Abeta yeast res result of CCOC(=O)N1CCN(C(=O)CCC(=O)c2ccc(OCC)cc2)CC1 reads 0%

Following part.
SMILES	aSyn rescue	PLK1 PBD block	PI5P4Ka inh	Abeta yeast res	EPAC1 agonist	EPAC1 antag	IL2 activator	WRN helicase inh	FUS suppressor
Cn1c(=O)n(C)c2cc(S(=O)(=O)Nc3ccccc3)ccc21	0%	-11%	1	9%	14%	4%	0.1	7%	8%
COc1ccc(NC(=O)CSc2nnc(COc3ccccc3)n2Cc2ccco2)cc1OC	0%	-7%	-4	-6%	6%	-1%	-0.8	-2%	27%
CCNc1nc(OCCNC(C)=O)nc(N(C)C)n1	-2%	-10%	0	-3%	15%	-12%	-0.9	2%	6%
Cc1[nH]c(=O)[nH]c(=O)c1/C=N/NC(=O)[C@H](C)NC(=O)OC(C)(C)C	-1%	2%	-3	8%	-5%	8%	3.4	5%	17%
Cc1ccc(S(=O)(=O)CCOC(=O)CNC(=O)OCc2ccccc2)cc1	0%	5%	3	3%	5%	8%	-2.3	-2%	0%
CCn1cc(C(=O)NCCCN2CC(C)CC(C)C2)c(=O)c2cc(S(=O)(=O)N(C)C3CCCCC3)ccc21 (stereo unspecified)	-7%	-13%	1	nt	12%	-3%	-0.7	5%	13%
COc1ccc(OCCNC(=O)/C=C/c2ccccc2)cc1	4%	-12%	4	0%	5%	-18%	-0.2	-8%	-6%
Cn1c(=O)c2c(ncn2CC(=O)N(Cc2ccccc2)c2ccccn2)n(C)c1=O	0%	-8%	nt	-1%	6%	-24%	-1.9	6%	12%
CCOC(=O)C(C#N)C(c1cccnc1)c1c(C)[nH][nH]c1=O (stereo unspecified)	2%	?	-2	-2%	-3%	18%	-3.7	-13%	8%
O=C(Nc1cc([N+](=O)[O-])ccc1O)c1cccc([N+](=O)[O-])c1	-5%	-4%	-4	-1%	-8%	-12%	0.1	-2%	-17%
COc1ccc(N(CC(=O)NCCc2ccccc2)C(=O)CCC(=O)Nc2nccs2)c(OC)c1	7%	-9%	-5	-1%	1%	-14%	0.5	4%	26%
Cc1ccc(C(O)(c2ccccc2)c2ccccc2C(C)N(C)C)c(C)c1 (stereo unspecified)	4%	-5%	nt	9%	11%	-8%	-3.3	-7%	14%
CCCN(CC1CC1)C(=O)COC(=O)c1oc2ccc(OCC)cc2c1C	-16%	-7%	0	-24%	1%	-7%	0.4	-4%	30%
CC1(C)C2CCC1(CS(=O)(=O)NCc1ccc(Cl)cc1Cl)C(=O)C2 (stereo unspecified)	29%	-20%	4	0%	3%	-29%	-2.1	0%	23%
COC(=O)C(Cc1ccc(O)cc1)NC(=O)NC12CC3CC(CC(C3)C1)C2 (stereo unspecified)	6%	-4%	2	3%	-9%	-4%	2.6	-10%	5%
COc1ccc(C(C)C)cc1S(=O)(=O)N1CCC(C(=O)NCC2CCCO2)CC1 (stereo unspecified)	0%	0%	6	4%	5%	8%	2.0	-18%	nt
CCN1C(=O)CSc2ccc(C(=O)OC)cc21	?	-7%	-5	-11%	1%	-13%	-0.4	1%	-15%
COc1ccc(CN2CCCC(CNC(=O)c3ccc(F)cc3)C2)c(C)c1C (stereo unspecified)	-2%	-9%	1	-23%	-4%	-8%	-0.3	3%	6%
COc1ccc(CCNC(=O)C2CC(c3ccc([N+](=O)[O-])cc3)=NO2)cc1 (stereo unspecified)	9%	-8%	0	16%	-1%	3%	1.1	-20%	3%
Cc1ccc(F)c(NC(=O)/C(C#N)=C(\O)c2ccc(C(C)(C)C)cc2)c1	-45%[inhibitor]	30µM*	-28	-47%	-11%	56µM*	0.5	-2%[11.6 µM]	40%
COc1cc(CNS(=O)(=O)c2ccc3c(c2)CC(C)N3C(C)=O)cc(OC)c1OC (stereo unspecified)	-1%	-3%	1	-11%	-10%	-5%	-2.8	7%	-7%
COC(=O)C1=C(COc2ccccc2)NC(=O)NC1c1ccc(Cl)cc1 (stereo unspecified)	1%	3%	-3	4%	-10%	2%	-1.0	-6%	-16%
Cc1cnc(C(=O)OC(C)C(=O)Nc2ccc3c(c2)OCCO3)cn1 (stereo unspecified)	-7%	7%	2	-10%	2%	-5%	6.9	1%	3%
COc1ccccc1-c1nc(SCC(=O)Nc2ccccc2F)n[nH]1	3%	6%	-1	13%	-3%	-7%	1.4	15%	10%
C[C@@H]1CN([C@@H](C)CO)S(=O)(=O)c2ccc(Br)cc2O[C@H]1CN(C)C(=O)c1ccc2c(c1)OCO2	-2%	-8%	2	-2%	-2%	10%	-2.7	-1%	22%
O=C(Cn1c(=O)n2ncnc2c2c3c(sc21)CCCC3)c1ccccc1	24%	-1%	nt	-1%	-3%	11%	2.2	1%	27%
COc1ccc(NC2CCCN(C(=O)CN3C(=O)c4ccccc4C3=O)C2)cc1OC (stereo unspecified)	8%	3%	-2	-5%	1%	-10%	-2.7	2%	9%
O=C(NCc1ccc2c(c1)OCO2)c1cc(-c2ccncc2)nc2ccccc12	-1%	-13%	8	-10%	1%	-4%	0.2	-17%	22%
Cc1ccc(C)c(N2C(=O)CS/C2=N\NC(=O)c2ccccc2Cl)c1	0%	-2%	nt	-2%	1%	0%	-0.7	-5%	2%
CC(C)NC(=O)C(=O)NCc1ccccn1	8%	-1%	-1	-7%	7%	13%	-0.3	4%	-22%
COc1ccc(-c2cc(C(=O)NC3CCCC3)c3ccccc3n2)cc1	-11%	-23%	-7	-10%	1%	?	-0.5	0%	7%
COc1cc(CCC(=O)OCc2ccccc2C#N)cc(OC)c1OC	1%	-6%	-6	-8%	0%	-12%	2.3	10%	4%
CCS(=O)(=O)N1CCN(C(=O)C(c2ccccc2)c2ccccc2)CC1	nt	2%	-4	-4%	-5%	8%	-0.8	2%	0%
COC(=O)c1ccsc1NC(=O)CN1CCN(c2ccc(F)cc2)CC1	1%	4%	1	17%[9.22 µM]	-4%	-18%	-1.8	-6%	-18%
Cc1nc(OCc2ccccc2)c2ccccc2n1	-3%	-3%	16	-8%	0%	-5%	-1.4	-4%	-1%
CSc1cccc(NC(=O)c2cc(S(=O)(=O)N3CCCC3)cn2C)c1	1%	3%	4	-7%	12%	-26%	-2.8	0%	-14%
O=C(CCc1nc(-c2ccccc2)no1)Nc1cc(C(F)(F)F)ccc1Cl	0%	-6%	-1	-1%	3%	3%	-1.0	1%	19%
